Compound activity from PubChem.
RORa activator: RORA (human) activation; CHO-K1 Gal4-RORA LBD luciferase reporter, luminescence; percent increase over mock-subtracted basal signal; P35398; activation, % at 10 µM; 65,000 tested, 1.5% active;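 active = activation above the mean of all tested compounds plus 3 SD, cut at about 49% in these data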;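 note: 0% = DMSO-treated RORA cells and 100% = added signal equal to DMSO minus mock-transfected cells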
PKA inh: blocks human protein kinase A activity; 65,000 tested, 0.1% active; P17612; PKA Kemptide phosphorylation, Kinase-Glo ATP luminescence; inhibition, % at 6 µM;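 active = inhibition above the screen-wide mean inhibition plus 3 SD, cut at about 21% in these data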; note: many of its hits are not listed in these tables
CatS block: human cathepsin S inhibition; P25774; recombinant cathepsin S, AMC dipeptide fluorescence, pooled mixtures; inhibition, %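 (tested at 5 µM per compound within 10-compound mixtures)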; 62,000 tested, 0.06% active; AID 501; in the data active = inhibition above about 32%, passing the limit was not always enough;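 note: 0% = enzyme without compound and 100% = blank without enzyme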
Ec RNAP inh: Escherichia coli RNA polymerase inhibition; P0A8V2; E. coli RNA polymerase, fluorescence transcription assay; inhibition, %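 (tested at 10 µM)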; 62,000 tested, 0.2% active; in the data active = inhibition above about 20%;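 note: 0% = enzyme without compound and 100% = no enzyme blank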
Target sequence (P0A8V2 whole entry, looked up): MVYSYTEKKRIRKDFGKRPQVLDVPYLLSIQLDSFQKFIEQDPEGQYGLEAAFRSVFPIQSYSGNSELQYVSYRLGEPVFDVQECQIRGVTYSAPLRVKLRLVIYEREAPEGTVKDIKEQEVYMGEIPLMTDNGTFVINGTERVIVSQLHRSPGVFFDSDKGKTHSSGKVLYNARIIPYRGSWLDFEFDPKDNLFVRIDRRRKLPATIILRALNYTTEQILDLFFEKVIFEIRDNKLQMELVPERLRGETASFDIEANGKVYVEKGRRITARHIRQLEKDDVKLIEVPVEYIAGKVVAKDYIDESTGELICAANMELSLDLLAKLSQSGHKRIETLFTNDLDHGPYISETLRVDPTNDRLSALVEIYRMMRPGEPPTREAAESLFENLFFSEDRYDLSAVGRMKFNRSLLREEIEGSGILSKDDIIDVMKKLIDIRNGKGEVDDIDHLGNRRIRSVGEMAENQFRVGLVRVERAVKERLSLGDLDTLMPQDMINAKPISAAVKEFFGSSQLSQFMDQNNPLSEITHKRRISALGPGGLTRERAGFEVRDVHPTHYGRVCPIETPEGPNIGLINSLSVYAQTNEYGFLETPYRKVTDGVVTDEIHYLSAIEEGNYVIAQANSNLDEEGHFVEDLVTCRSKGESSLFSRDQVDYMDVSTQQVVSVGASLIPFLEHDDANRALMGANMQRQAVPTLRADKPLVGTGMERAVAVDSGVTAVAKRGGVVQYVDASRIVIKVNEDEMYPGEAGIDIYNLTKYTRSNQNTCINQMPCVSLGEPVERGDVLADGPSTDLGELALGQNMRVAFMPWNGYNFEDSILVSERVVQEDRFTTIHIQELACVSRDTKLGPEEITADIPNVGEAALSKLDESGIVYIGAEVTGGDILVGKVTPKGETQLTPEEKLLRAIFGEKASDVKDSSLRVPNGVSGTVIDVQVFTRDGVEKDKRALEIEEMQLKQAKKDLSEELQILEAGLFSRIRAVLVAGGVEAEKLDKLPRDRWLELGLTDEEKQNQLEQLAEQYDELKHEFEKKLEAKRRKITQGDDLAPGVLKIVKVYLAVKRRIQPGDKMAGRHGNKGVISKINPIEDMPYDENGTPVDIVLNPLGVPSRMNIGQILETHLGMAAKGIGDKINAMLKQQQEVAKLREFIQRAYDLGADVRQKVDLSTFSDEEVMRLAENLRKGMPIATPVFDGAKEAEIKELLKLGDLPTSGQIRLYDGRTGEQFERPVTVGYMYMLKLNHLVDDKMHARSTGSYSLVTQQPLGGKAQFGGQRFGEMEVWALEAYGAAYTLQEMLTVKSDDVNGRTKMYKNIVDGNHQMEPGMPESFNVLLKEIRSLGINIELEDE
AP complement: alternative pathway complement inhibition, orthogonal assay | AID 1235 | Human serum alternative complement pathway, LPS-coated ELISA, C3 deposition; tested in compound mixtures | 62,000 tested, 0.08% active | inhibition, % at 5 µM;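 active = inhibition above 30% in each of the two pooled mixtures holding the compound, so the lower value exceeds 30%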;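 note: 0% = serum in Mg-EGTA without compound and 100% = EDTA serum blank; some compounds past the cut are filed as inactive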
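Test system – human serum alternative complement pathway, C3 deposition on LPS-coated wells · Buffer or medium – diluted human serum in Mg2+-EGTA GVB++ · Compound dosing – 5 µM each compound, pools of ten, 50 µM per pool · Schedule – 1 h serum-compound exposure at 37 °C · Measured by – Anti-C3 ELISA, OD 450 nm · Read-out basis – percent inhibition of C3 deposition onto LPS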
ROCK2 blocker: blocks human Rho kinase 2 activity; purified ROCK2, Kinase-Glo ATP depletion luminescence; 60,000 tested, 0.35% active; inhibition, % at 6 µM; O75116;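 active = inhibition above the screen-wide mean inhibition plus 3 SD, cut at about 18% in these data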;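 note: plate controls were DMSO wells for no effect and Y-27632 control wells after no-enzyme background subtraction for full effect; many of its hits are not listed in these tables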
JNK3 inh: inhibitors of human JNK3 kinase; P53779; purified JNK3 kinase activity, HTS; inhibition, % at 8 µM; 60,000 tested, 0.61% active; AID 746; in the data active = inhibition above about 17%;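 note: 0% = DMSO and 100% = reference inhibitor; many of its hits are not listed in these tables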
CatB inh: inhibitors of human cathepsin B; P07858; purified cathepsin B, fluorogenic substrate, fluorescence; inhibition, %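 (tested at 10 µM)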; 63,000 tested, 0.1% active; AID 453; in the data active = inhibition above about 21%;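 note: 0% = enzyme with no compound and 100% = no enzyme blank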
CatB mixtures: inhibitors of human cathepsin B in compound mixtures; Purified cathepsin B, AMC dipeptide fluorescence; 62,000 tested, 0.06% active; P07858; inhibition, %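 (ten-compound pools at 5 µM per compound and 50 µM total)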; in the data active = inhibition above about 22%, passing the limit was not always enough;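 note: 0% = enzyme without compound and 100% = no enzyme blank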
Starred values were filed as active, the others as inactive; nt = not tested or not shown. A portion of the library; rates above refer to the full screens.

SMILES	RORa activator	PKA inh	CatS block	Ec RNAP inh	AP complement	ROCK2 blocker	JNK3 inh	CatB inh	CatB mixtures
O=C(O)CCc1ccc(-c2cccs2)n1Cc1ccco1	-17	4	-4	11	12	2	0	1	2
O=C(COc1ccccc1F)NC1CC1	4	4	-2	5	7	6	9	-2	4
CS(=O)(=O)NCc1nnc(SCC(=O)NC2CCCCC2)n1-c1ccc(F)cc1	-14	-4	4	7	20	-3	-3	-4	4
Cc1ccc(C)c(N2CCN(C(=O)c3cc4ccccn4n3)CC2)c1	-14	6	14	10	1	3	0	1	2
O=C(CN(Cc1ccccc1)S(=O)(=O)c1ccccc1)NC1CC1	-4	-2	12	-2	6	0	-2	3	1
CCC1CCCCN1S(=O)(=O)c1ccc2c(c1)CCN2C(=O)C1CCC1 (stereo not given)	3	3	-2	1	10	2	-5	4	-1
Cc1cccc(OCc2nc(-c3nonc3N)no2)c1C	81*	-2	4	1	8	0	0	19	5
COC(=O)c1[nH]c(C)c(/C(O)=C2\C(=O)C(=O)N(CCN3CCOCC3)C2c2ccccc2OC)c1C (stereo not given)	-12	4	nt	5	nt	14	-4	3	nt
CCc1ccccc1NC(=O)CSc1ncn[nH]1	-4	11	-2	7	8	3	3	3	7
COc1ccc(S(=O)(=O)Nc2ccc(F)c(Cl)c2)cc1OC	0	0	-7	2	9	3	9	-2	6
Cc1cc(S(=O)(=O)N2CC(=O)N(CCc3ccccc3)C(=O)C2)ccc1F	1	-5	-8	-2	19	1	5	4	8
Cc1cc2cc(CCNC(=O)c3c(-c4ccccc4Cl)noc3C)c(=O)[nH]c2cc1C	12	6	2	9	24	3	2	1	4
CCOC(=O)CNc1ncnc2nc[nH]c12	-17	-5	-4	-1	9	-2	0	-1	-1
O=C(O)c1cccnc1SCC(=O)N1CCCCCC1	-22	-2	7	4	2	5	0	3	4
N#Cc1nc(-c2ccc(F)cc2)oc1NCc1cccc2c1OCO2	0	8	15	8	-1	1	2	7	4
O=C(c1ccccc1)N1CCCC(C(=O)N2CCCCCC2)C1 (stereo not given)	-20	8	-5	-3	-4	0	-1	1	3
O=C(Nc1ccc2c(c1)OCO2)c1cccc2c1C(=O)N(Cc1cccnc1)C2	-4	1	10	9	13	-1	3	3	3
Cc1ccccc1NC(=O)Cn1cnc2c(oc3ccccc32)c1=O	-3	3	0	4	11	nt	nt	5	2
CCOc1ccc2nc(NC(=O)C3CCCN(S(=O)(=O)c4c(C)noc4C)C3)sc2c1 (stereo not given)	24	6	-5	-4	12	2	-1	2	6
CCOC(=O)N1CCN(Cc2nc3c(c(=O)n(C)c(=O)n3C)n2Cc2cccc3ccccc23)CC1	-27	-4	nt	nt	nt	-11	-3	nt	nt
CCOc1cc(C(=O)Nc2ccc3c(c2)OCO3)ccc1OC(F)F	21	7	-3	6	7	3	0	4	0
O=C(Cn1cnc2ccccc2c1=O)OCCCCN1C(=O)c2ccccc2C1=O	-15	-4	8	11	-1	-1	-2	1	1
O=C(Nc1ccccc1)NC1(C(=O)N2CCN(C(=O)c3ccco3)CC2)CCCCC1	-8	-3	30	1	21	-5	1	-6	2
Cc1c(NC(=O)C(C#N)=C2CCCCC2)c(=O)n(-c2ccccc2)n1C	-17	-2	2	3	4	1	0	3	2
CCN1CCCC1CN(Cc1cc2cc(C)ccc2[nH]c1=O)C(=O)Nc1ccccc1OC (stereo not given)	-3	-1	0	6	1	2	2	-4	4

Retrieved one by one from above (two):
SMILES	RORa activator	PKA inh	CatS block	Ec RNAP inh	AP complement	ROCK2 blocker	JNK3 inh	CatB inh	CatB mixtures
O=C(c1ccccc1)N1CCCC(C(=O)N2CCCCCC2)C1 (stereo not given)	-20	8	-5	-3	-4	0	-1	1	3
O=C(Nc1ccccc1)NC1(C(=O)N2CCN(C(=O)c3ccco3)CC2)CCCCC1	-8	-3	30	1	21	-5	1	-6	2

A second format for part of the listing above:
Results follow in this order: RORa activator	PKA inh	CatS block	Ec RNAP inh	AP complement	ROCK2 blocker	JNK3 inh	CatB inh	CatB mixtures
- Cc1ccccc1NC(=O)Cn1cnc2c(oc3ccccc32)c1=O
 : -3	3	0	4	11	nt	nt	5	2
- Cc1cc(S(=O)(=O)N2CC(=O)N(CCc3ccccc3)C(=O)C2)ccc1F
 : 1	-5	-8	-2	19	1	5	4	8

(list continues)
SMILES	RORa activator	PKA inh	CatS block	Ec RNAP inh	AP complement	ROCK2 blocker	JNK3 inh	CatB inh	CatB mixtures
CCC(=O)c1ccc(OC(=O)c2ccc(Br)o2)cc1	-19	0	-7	4	5	-1	6	2	-9
CCCS(=O)(=O)N1CCCC(C(=O)NCCN(Cc2ccccc2)C(C)C)C1 (stereo not given)	7	4	11	4	-5	4	4	7	-2
CCOCCn1c(SCC)nc2c1c(=O)[nH]c(=O)n2C	-4	-4	0	3	14	nt	nt	4	4
Cn1nc(OCc2ccccc2)ccc1=O	-6	1	-4	-1	11	2	3	-7	13
O=C(NC(Cc1ccccc1)C(=O)NCc1ccccn1)c1ccco1 (stereo not given)	-16	8	-13	3	27	11	-3	4	0
O=C(O)c1ccc(COc2ccc3c4c(c(=O)oc3c2)CCC4)o1	-39	-2	19	6	6	0	-1	-1	7
Cc1ccc(C2(C)NC(=O)N(CC(=O)NC(=O)NC3CCCC3)C2=O)cc1 (stereo not given)	4	13	16	9	-5	-1	7	5	2
CCn1cnc2sc(C(=O)Nc3ccc4c(c3)OCO4)c(C)c2c1=O	23	1	2	12	-4	4	-1	5	4
O=C(Cn1cnc2c(nnn2Cc2ccc(F)cc2)c1=O)NC1CCCC1	-17	1	10	7	-1	7	6	5	5
COc1ccc(C(O)C(CN2CCOCC2)c2ccccc2)cc1 (stereo not given)	-1	4	5	12	1	-8	-2	5	0
CCOC(=O)N1CCN(Cc2ccccn2)CC1	3	0	-5	7	13	nt	nt	1	4
CCOC(=O)c1c(C)[nH]c(C(=O)COC(=O)CSCC(=O)N(CC)CC)c1C	-3	6	17	2	-5	2	2	1	-1
COc1ccc(OC)c(Nc2cc(-c3ccccc3)nc(N)n2)c1	-33	-2	-12	3	12	0	8	1	-1
CCOCCN1CCN(c2c(C)c(C)nc3cc(-c4cc(OC)cc(OC)c4)nn23)CC1	-5	-6	18	-5	11	nt	nt	3	-1
O=C(Cn1nc(-c2ccc(Cl)cc2)ccc1=O)N1CCN(c2ccccc2)CC1	-10	-3	-1	4	6	0	-10	1	-3
Cc1ccc(C(=O)COC(=O)CCc2nc3ccccc3[nH]c2=O)cc1C	-2	6	5	8	15	5	7	2	4
COc1ccc(Cl)c(Cn2c(NCCCO)nc3c2c(=O)n(C)c(=O)n3C)c1	12	-6	5	5	4	1	-6	1	1
O=C(O)CC(C(=O)OCC1CCCO1)N1CCOCC1 (stereo not given)	2	1	nt	-1	nt	2	-10	-1	nt
CC(C)C(NC(=O)C12CC3CC(CC(C3)C1)C2)C(=O)NC1=NCCS1 (stereo not given)	-7	4	-6	3	5	6	-1	-9	9
CCOc1ccccc1CNC(=O)C1CCC(=O)N1C(C)C (stereo not given)	-12	-1	0	4	4	-1	0	5	1
CCn1cc(SCC(N)=O)c2ccccc21	-1	7	7	7	4	3	0	-1	2
Cc1oc(-c2ccccc2F)nc1CSCC(=O)NCc1ccc2c(c1)OCO2	16	-5	nt	nt	nt	-1	-3	nt	nt
Cc1cnc(NC(=O)CSc2nnc(-c3ccc(Cl)cc3Cl)n2N)s1	12	10	-8	2	12	8	3	3	0
COC(=O)c1ccccc1NC(=O)CN(C)S(=O)(=O)c1ccc(OC)cc1	-5	8	-1	11	-15	4	3	2	2
O=C(NCCC1=CCCCC1)c1ccc2c(=O)n3c(nc2c1)CCCCC3	48	-1	-4	-4	19	2	-8	-4	4

(listing goes on)
SMILES	RORa activator	PKA inh	CatS block	Ec RNAP inh	AP complement	ROCK2 blocker	JNK3 inh	CatB inh	CatB mixtures
CN1C(=O)CC(n2c(CO)nc3ccccc32)C1=O (stereo not given)	-1	14	-1	5	6	8	0	3	1
Clc1ccc(CN2C3=NCCCN3c3ccccc32)cc1	-12	-13	-2	-1	3	-8	7	4	-2
CCCN1Cc2cccc(C(=O)N3CCN(c4cc(Cl)ccc4C)CC3)c2C1=O	16	4	-1	2	9	3	-1	-1	3
O/N=C1\CCc2cc(Cl)ccc21	-12	9	nt	-8	nt	14	1	-1	nt
CCCc1cc(=O)oc2cc(OCC(=O)N(C)C)c(Cl)cc12	8	-3	1	-3	22	nt	nt	4	4
Cc1ccc2[nH]c(=S)cc(C)c2c1	-14	12	-5	0	6	5	9	-3	1
CCCCCn1c2nc3ccccc3nc2c2c(=O)n(CC3CCCO3)c(C)nc21 (stereo not given)	4	4	-2	-1	16	9	-1	4	-2
CNc1oc(C)nc1S(=O)(=O)c1ccccc1	2	10	-3	3	8	7	-1	0	4
CCCn1nnc(NC(=O)c2cc(Br)ccc2OC)n1	-13	0	-3	7	-2	-3	-10	3	1
CCC(=O)c1cccc2c1N=CC1=C(CC(C)(C)CC1=O)N2	-11	6	-14	6	25	12	6	0	-5
CC(=O)N1CCN(c2nc(CC(C)C)c3c(c2C#N)CCC3)CC1	-22	8	nt	0	nt	6	2	-3	nt
CCC(OC(=O)c1nsc(Cl)c1Cl)C(=O)NCc1ccco1 (stereo not given)	-7	10	6	-2	14	4	-21	0	1
COc1cc(-c2nc(-c3cccc(C)c3)no2)cc(OC)c1OC	10	13	-7	0	15	6	2	1	1
O=C(CCn1c(=O)c2ccccc2n(Cc2cccnc2)c1=O)NCc1ccc2c(c1)OCO2	9	8	7	3	0	5	-3	1	-2
O=C(Nc1cccc(C(F)(F)F)c1)c1ccco1	-7	3	27	3	3	-3	-3	1	6
CCOC(=O)C1CCCN(C(=O)c2ccco2)C1 (stereo not given)	-14	-2	9	11	9	-1	-9	2	5
NS(=O)(=O)c1ccc(CCNc2ncnc3sccc23)cc1	-44	2	3	9	3	-8	-6	-1	0
COc1ccc(NC(=O)CN2CCCCC2)cc1	5	-4	12	9	2	-3	-7	4	7
COc1cccc(OC)c1OCCCSc1nc(C)cc(=O)[nH]1	-19	0	13	-1	-4	0	2	5	2
O=C(CCS(=O)(=O)Cc1ccccc1)NCC1CCCO1 (stereo not given)	-17	-1	-4	-3	-2	2	-3	0	-2
O=C(Nc1ccc(Cl)cc1)C1CC2CCCC(C1)C2=O (stereo not given)	7	12	-4	3	-1	6	-1	-1	-2
CCNS(=O)(=O)c1ccc(OC)c(C)c1	4	4	-8	-1	12	3	4	1	1
CCCC(CCC(=O)Nc1ccc(C(=O)OCC)cc1)C(=O)O (stereo not given)	-2	3	nt	nt	nt	-10	4	0	nt
COc1ccc(C)cc1NC(=O)c1cnc2sccn2c1=O	14	-1	-26	-4	17	-1	-3	5	-11
CC1=C(C(=O)OCC2CCCO2)C(c2cccc(O)c2)NC(=O)N1 (stereo not given)	-2	-5	21	11	7	-1	-6	3	6

Carrying on:
SMILES	RORa activator	PKA inh	CatS block	Ec RNAP inh	AP complement	ROCK2 blocker	JNK3 inh	CatB inh	CatB mixtures
CCOC(=O)c1c(NC(=O)CSc2nnc(-c3cccnc3)o2)sc(C(C)=O)c1C	6	-5	-4	5	6	-1	4	5	1
COc1ccccc1-n1c(SCC(=O)NC(C)(C)C)nc(O)cc1=O	-20	2	8	nt	4	0	-4	2	-1
O=C1CCC(=O)N1c1ccc(CSc2nc3ccccc3[nH]2)cc1	41	5	5	10	9	1	-2	4	2
Cc1ccc(C(CC(=O)N2CCCC2)c2ccccc2)c(O)c1C (stereo not given)	1	3	-3	0	6	4	-4	-6	4
Clc1ccc(-n2ncc3c(NCC4CCCO4)ncnc32)cc1 (stereo not given)	96*	6	4	6	6	2	4	1	2
Cn1c(NC(=O)CCC2CCCCC2)cc(=O)n(C)c1=O	38	10	9	4	19	3	-3	-7	3
COC(=O)c1ccccc1NC(=O)c1noc2c1CCCC2	41	2	0	3	8	4	6	-5	5
COc1cc(-c2nn3c(Cc4ccccc4)nnc3s2)cc(OC)c1OC	9	4	-2	5	7	-2	-2	-2	-1
